# Scp-1 inhibitor: Scp-1 (human) phosphatase inhibition; inhibition, % at 20 µM; Q9GZU7; 340,000 compounds, 0.88% hits; Recombinant Scp1, phosphopeptide, malachite green phosphate absorbance;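 active means inhibition above about 50% at 20 µM, limit read from the data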;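 further: plate controls were DMSO wells with enzyme for no effect and wells lacking enzyme for full effect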
# Target sequence (Q9GZU7 76-261 limits assumed): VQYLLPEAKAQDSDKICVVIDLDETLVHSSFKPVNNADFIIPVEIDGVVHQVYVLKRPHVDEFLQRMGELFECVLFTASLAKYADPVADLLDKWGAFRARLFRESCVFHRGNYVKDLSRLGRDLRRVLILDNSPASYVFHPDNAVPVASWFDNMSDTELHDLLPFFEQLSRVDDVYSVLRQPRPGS
#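 System: truncated SCP-1 phosphatase (76-261aa); medium: Tris acetate buffer pH 5.5 with MgCl2 and Tween-20; incubation: 45 min room-temperature reaction, 5 min colour, 30 min stabiliser; compound: single 20 µM dose, 1% DMSO; reagent: Phosphorylated 17-residue peptide substrate; read-out: % inhibition at 20 µM; technique: colorimetric free-phosphate detection, absorbance 630 nm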
# DNMT1 inh: inhibitors of human DNMT1 | DNMT1 molecular beacon, Hinp1I cleavage, fluorescence | inhibition (reported as % activation of signal), % at 10 µM | 360,000 compounds, 0.83% hits | AID 588458; in the data active means inhibition above about 50%
# SUMO1-SIM PPI: alters human SUMO1 binding to SIM partners. P63165. SUMO1 binding to a labelled peptide, TR-FRET, 1 h. inhibition, % at 20 µM. 360,000 compounds, 0.33% hits. AID 602429; in the data active means inhibition above about 37%
# Target sequence (P63165 whole entry, looked up): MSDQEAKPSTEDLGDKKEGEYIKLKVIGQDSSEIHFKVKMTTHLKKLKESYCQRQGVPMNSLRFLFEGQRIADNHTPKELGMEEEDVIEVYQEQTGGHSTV
# PABP1 MLLE inh: inhibitors of microRNA-mediated deadenylation, human PABP1 MLLE binding | GST-MLLE / FITC-PAM2 fluorescence polarization | inhibition, % at 20 µM | 360,000 compounds, 0.36% hits; in the data active means inhibition above about 35%, passing the limit was not always enough;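 further: plate controls were DMSO wells with GST-MLLE for no effect and wells lacking GST-MLLE protein for full effect; some results filed as inactive read as strong as hits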
# Rpn11 block: blocks the human proteasome subunit Rpn11; O00487; human 26S proteasome, Ub4-pepOG fluorescence polarization; 20S core pre-blocked with epoxomicin; calls only at 20 µM; 360,000 compounds, 0.59% hits; AID 588493;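 active means inhibition at 20 µM, scaled to each plate's controls, above about 33%, limit read from the data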
# Target sequence (O00487 whole entry, looked up): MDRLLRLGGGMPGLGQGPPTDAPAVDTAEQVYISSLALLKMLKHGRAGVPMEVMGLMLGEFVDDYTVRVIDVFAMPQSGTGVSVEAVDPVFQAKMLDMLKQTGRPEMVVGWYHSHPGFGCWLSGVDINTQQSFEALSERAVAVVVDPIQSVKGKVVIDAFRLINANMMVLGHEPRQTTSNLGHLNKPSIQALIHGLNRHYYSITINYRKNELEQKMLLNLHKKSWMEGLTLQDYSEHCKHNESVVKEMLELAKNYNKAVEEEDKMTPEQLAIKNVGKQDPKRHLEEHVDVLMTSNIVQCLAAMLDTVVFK
# CSN deneddyl inh: inhibitors of human CSN-mediated cullin deneddylation | Q92905 | Purified CSN, SCF-Nedd8-OG deneddylation, fluorescence polarization | inhibition, % at 12.5 µM | 360,000 compounds, 0.38% hits;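 active means pattern-corrected inhibition above about 35%, with an unprinted fluorescence ratio check between 0.5 and 1.5, limit read from the data, passing the limit was not always enough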;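 further: 0% = enzyme with substrate and 100% = substrate without enzyme; some results filed as inactive read as strong as hits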
# Target sequence (Q92905 whole entry, looked up, one chain of several): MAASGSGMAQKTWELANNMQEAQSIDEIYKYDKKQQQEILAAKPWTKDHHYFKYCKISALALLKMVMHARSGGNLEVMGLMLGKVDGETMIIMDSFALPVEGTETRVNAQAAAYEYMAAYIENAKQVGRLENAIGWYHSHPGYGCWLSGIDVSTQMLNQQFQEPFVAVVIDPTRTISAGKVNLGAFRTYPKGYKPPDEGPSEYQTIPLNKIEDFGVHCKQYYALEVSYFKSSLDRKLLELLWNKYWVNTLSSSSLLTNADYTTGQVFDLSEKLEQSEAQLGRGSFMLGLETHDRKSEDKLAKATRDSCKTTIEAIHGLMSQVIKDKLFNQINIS
#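 Material: purified human Csn5 enzyme expressed in HEK293T cells / Medium: Tris buffer pH 7.5, NaCl, DTT, Tween-20, trehalose, ovalbumin / Compound dosing: 12.5 µM single point / Schedule: 90 min incubation of compound, enzyme and substrate at room temperature / Signal: fluorescence polarization of the substrate / Control set: no-enzyme wells high, enzyme-with-substrate wells low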
# NadD inh: inhibitors of Staphylococcus aureus NadD | inhibition, % at 20 µM | AID 602399 | purified NadD enzyme, colorimetric absorbance read-out | 360,000 compounds, 0.78% hits; in the data active means inhibition above about 26%; further: some compounds past the cut are filed as inactive
# STEP inh: blocks human striatal-enriched tyrosine phosphatase; AID 588621; 360,000 compounds, 0.25% hits; P54829; inhibition, % at 20 µM; recombinant STEP, OMFP fluorogenic substrate, fluorescence;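 active means inhibition at 20 µM, scaled per plate between control wells, above about 37%, limit read from the data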;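 further: 0% = DMSO with enzyme and substrate and 100% = substrate only without enzyme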
#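 System: isolated STEP enzyme; schedule: 20 min enzyme reaction at room temperature, protected from light; medium: Bis-Tris buffer pH 6.0, 2.5 mM DTT, 0.005% Tween 20; signal: fluorescence, 480/540 nm; dosing: single compound dose of 20 µM, 1% DMSO final; also added: OMFP substrate, 25 µM final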
# LMPTP block: LMPTP (human) inhibition | P24666 | recombinant LMPTP-A, OMFP fluorogenic substrate, fluorescence intensity | inhibition, % at 20 µM | 360,000 compounds, 0.22% hits;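 active means compounds that cut the enzyme signal by at least half of the control window in the single-dose screen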;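 further: plate controls were DMSO wells with enzyme plus substrate for no effect and substrate without enzyme for full effect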
#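 material = LMPTP-A | quantity = 0.625 nM enzyme | reagent = OMFP substrate, 400 µM final | buffer or medium = Bis-Tris pH 6.0, DTT, detergent | detection = endpoint fluorescence intensity from OMFP dephosphorylation | dosing = single 20 µM dose | read-out basis = % inhibition relative to no-enzyme and uninhibited control wells | control set = no-enzyme and uninhibited controls | timing = 50 min at room temperature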
# Tb MetRS inh: Trypanosoma brucei MetRS inhibition | purified T. brucei MetRS, ATP depletion, Kinase-Glo luminescence | inhibition, % at 11.9 µM | 360,000 compounds, 0.4% hits;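 active means inhibition above a per-plate cutoff of the control wells' mean inhibition plus 3 SD, cut at about 5.5% in these data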;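 further: 0% = DMSO wells median and 100% = median of wells with control inhibitor compound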
#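 Assay system: T. brucei methionyl-tRNA synthetase, purified | Medium: HEPES buffer with MgCl2, KCl, DTT, spermine, BSA, pyrophosphatase | Compound: 11.9 µM single point | Incubation: 15 min enzyme-compound preincubation, 2 h reaction, 10 min detection, 25 °C | Measured by: Kinase-Glo luciferase luminescence reporting remaining unconsumed ATP | Measure: % inhibition normalized to control-well medians | Replication: Singlicate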
# Numbers without * were called inactive; i = inactive; · = not tested or not shown.
# Sequence of screens: PABP1 MLLE inh	STEP inh	SUMO1-SIM PPI	Rpn11 block	Tb MetRS inh	DNMT1 inh	CSN deneddyl inh	NadD inh	LMPTP block	Scp-1 inhibitor
- C/C(=N\NC(=S)NC(C)C)c1ccc(C(C)(C)C)cc1
→ 15	0	2	i	0.1	3	3	-4	2.3	-5
- Cc1cc(NC(=O)c2ccco2)sc1C
→ 30	4	4	i	0.0	0	-1	0	0.2	-8
- O=C(CCn1nc(-c2ccc(Cl)cc2)ccc1=O)NCCCN1CCCCCC1
→ -18	2	-8	i	-0.7	-4	3	1	-1.6	-15
- C/C(=N/NC(=O)C1COc2ccccc2O1)c1ccc(Br)s1 (centres undefined)
→ 1	0	0	i	-0.4	3	7	-13	3.1	0
- CC(C)(C)c1ccccc1NC(=O)Nc1nc(C(N)c2ccccc2Cl)cs1 (centres undefined)
→ 15	1	3	i	-0.6	-12	2	16	-1.6	·
- C[N+](C)(CCOc1ccccc1)Cc1ccccc1 (tested in a mixture with another compound)
→ 7	14	-4	i	0.3	-5	-2	2	0.7	-13
- CC(C)N(CCCNC(=O)c1nn(C)c2c1CS(=O)(=O)c1ccccc1-2)Cc1ccccc1
→ -4	0	3	i	0.1	1	4	2	-0.2	-3
- NC(=O)C1=C(N)c2ccccc2C1c1ccccc1 (centres undefined)
→ 0	1	-6	i	0.0	-2	-4	4	-1.5	7
- CN(C)S(=O)(=O)c1ccc(Cl)c(NC(=O)CN2C(=O)NC(C)(C3CC3)C2=O)c1 (centres undefined)
→ -7	-4	7	i	0.0	1	0	-2	-0.6	-9
- O=C(CSCc1ccc(Br)cc1)NC1CC1
→ 4	-2	3	i	-0.4	3	-3	-4	-1.7	-7
- O=C(Cn1ncc2c(=O)oc3ccccc3c21)NCCCN1CCCC1=O
→ 5	2	-1	i	-2.3	-1	1	3	-0.6	-8
- Cc1ccc2c(c1)[nH]c1c(N3CCN(Cc4ccccc4)CC3)ncnc12
→ 6	5	27	i	0.3	-4	0	-2	3.9	-1
- COc1cccc(CN2CCNC(=O)C2CC(=O)NCCc2cccc(C)n2)c1OC (centres undefined)
→ 9	1	-2	i	-0.4	-2	0	1	-2.0	-9
- CCC(C)[C@H]1COCCS(=O)(=O)N1Cc1ccc(Br)cc1 (some centres undefined)
→ -2	1	1	i	-0.2	1	-4	-3	1.3	-9
- O=c1c2ccccc2nc(-c2ccccc2)n1Cc1ccco1
→ 2	2	3	i	-0.2	-1	-3	5	-1.0	-6
- O=C(c1ccco1)N1CCN(S(=O)(=O)c2cccc(Cl)c2)CC1
→ -14	0	1	i	-1.2	-1	-2	-2	-1.3	-3
- Cc1[nH]c2ccccc2c1CN1CCC(Cc2ccccc2)CC1
→ 8	-1	-6	i	-0.5	-5	-7	-4	0.2	6
- Cn1c(N)c(C(=O)COC(=O)c2ncc(Cl)c(Cl)c2Cl)c(=O)n(C)c1=O
→ 17	3	1	i	-0.4	0	0	-5	-0.4	-7
- CCOc1cc(/C=N/Nc2cc(C)nc(-n3nc(C)cc3C)n2)ccc1O
→ -14	2	16	i	-1.0	4	4	-5	-0.9	-1
- COc1cccc(NC(=O)NCc2ccccc2F)c1
→ 9	0	1	i	0.0	0	0	-2	0.5	-9

# 3 compounds from above, sorted by the number in NadD inh, rising.
mol | NadD inh
CCC(C)[C@H]1COCCS(=O)(=O)N1Cc1ccc(Br)cc1 (some centres undefined) | -3
Cc1ccc2c(c1)[nH]c1c(N3CCN(Cc4ccccc4)CC3)ncnc12 | -2
O=c1c2ccccc2nc(-c2ccccc2)n1Cc1ccco1 | 5

# Further records follow.
# Sequence of screens: PABP1 MLLE inh	STEP inh	SUMO1-SIM PPI	Rpn11 block	Tb MetRS inh	DNMT1 inh	CSN deneddyl inh	NadD inh	LMPTP block	Scp-1 inhibitor
- CCOC(=O)c1cnc2c(C#N)c(C)nn2c1-c1ccccc1
→ -35	-2	3	i	-0.5	0	-7	-2	-1.7	-1
- COc1ccc(C(C(=O)NCc2ccccc2)n2c(=O)c(-c3ccco3)nc3ccccc32)cc1 (centres undefined)
→ ·	·	-14	·	-0.6	·	16	·	2.6	·
- CC(C)CCN(C(=O)CNC(=O)c1ccco1)C(C(=O)NC1CCCCC1)c1ccco1 (centres undefined)
→ -1	-5	0	i	-0.3	2	1	9	0.0	-5
- COc1ccccc1-c1nnc(SCC(=O)N2CCC(C)CC2)o1
→ -13	-1	-1	i	-0.4	-1	2	0	-0.6	-14
- O=C1C2ON(c3ccccc3)C(c3cccnc3)C2C(=O)N1Cc1ccccc1 (centres undefined)
→ 3	2	1	i	-0.1	-5	4	-3	-0.1	-2
- O=C(N1CCOCC1)C1(c2ccc(Cl)cc2)CCCC1
→ -8	2	-1	i	-0.5	2	-2	-6	2.6	3
- CC(C)NS(=O)(=O)c1ccc(OCC(=O)Nc2cccc(F)c2)cc1
→ -15	0	1	i	-0.5	-1	1	-8	-1.1	-3
- O=C(Nc1nc(-c2ccccc2)c(-c2ccccc2)s1)c1ccc(S(=O)(=O)N2CCCC2)cc1
→ -1	-2	-1	i	-1.1	-1	-1	21	-0.8	-17
- O=S(=O)(c1ccccc1F)N(Cc1ccco1)Cc1nnc(-c2ccccc2Br)o1
→ 13	2	2	i	-0.8	-7	0	-3	0.3	-18
- O=C(c1cccc(S(=O)(=O)N2CCOCC2)c1)N1CCN(C/C=C/c2ccccc2)CC1
→ -1	1	1	i	0.0	6	3	0	-1.4	-8
- NCCc1nnc(SCC(=O)c2ccc(Cl)cc2)o1
→ -10	-1	2	i	-0.1	0	-6	2	-3.7	3
- COc1ccc(CNC(=O)Oc2ccccc2)cc1Cl
→ 8	-6	4	i	-0.1	2	-3	-2	0.4	-9
- CC(=O)NNc1nc(-c2ccc(NC(C)=O)cc2)cs1
→ 15	-1	-4	i	-0.8	-22	2	1	-3.0	-1
- COc1ccc(C(C)(O)c2nc(-c3ccc(OC)c(OC)c3)cs2)cc1 (centres undefined)
→ 3	-2	-1	i	-0.2	-5	0	-7	-0.4	·
- C=CCn1c(-c2cccc(OCC)c2)n[nH]c1=S
→ -19	-1	-1	i	-0.8	2	1	3	-1.4	5
- COc1ccc(-c2cc(C(F)(F)F)nc(SCCC(=O)NCc3ccccc3)n2)cc1
→ -3	-7	0	i	-1.1	-2	5	-7	-2.4	-3
- CCCCN1CC(COCc2ccccc2)Oc2ccccc2S1(=O)=O (centres undefined)
→ 9	4	-1	i	-1.1	-2	0	0	2.8	-9
- CCOc1ccc(NC(=O)COc2ccc(N3CC(C(N)=O)CC3=O)cc2)cc1 (centres undefined)
→ 10	-2	8	i	-0.5	3	1	-1	3.2	-5
- Cc1c(C(=O)NCc2ccc(Cl)c(Cl)c2)sc(=O)n1Cc1cccc(F)c1
→ -1	0	0	i	0.3	0	-4	-3	0.7	·
- COc1cccc(NC(=O)CCC(=O)Nc2ccc3nc(N4CCOCC4)cc(C)c3c2)c1
→ -15	0	5	i	0.5	-4	-1	-3	0.8	-6
- O=C(NC1CCCC1)C1CCC(=O)N1C1CCCCC1 (centres undefined)
→ -4	-4	-3	i	-0.5	1	-6	1	1.4	-5
- CC(C)C(NC(=O)C1CCCCC1)C(=O)NCCc1ccccc1 (centres undefined)
→ -2	-1	-1	i	-0.8	-2	-2	-5	-1.9	0
- CC(=O)c1ccc(OCCCC(=O)NCc2nnc3ccccn23)cc1
→ -1	1	-6	i	0.3	-2	-6	2	-0.5	-7
- COc1ccc(CCNC(=O)Cn2c(=O)n(-c3ccc(F)cc3F)c(=O)c3sccc32)cc1OC
→ -1	-3	4	i	-0.8	1	-5	-8	-1.7	-4
- O=C(CN1C(=O)C2C3C=CC(C3)C2C1=O)NCc1ccc2c(c1)OCO2 (centres undefined)
→ -6	-6	4	i	-0.2	0	-7	-5	0.3	-5
- C=CCSCC1Nc2cc(Cl)c(S(N)(=O)=O)cc2S(=O)(=O)N1 (centres undefined)
→ -5	-4	-1	i	-0.6	5	-3	-4	-1.4	-6
- O=C(COC(=O)Cc1n[nH]c(=O)c2ccccc12)NNC(=O)c1ccccc1
→ -4	0	3	i	-0.5	6	4	-3	-1.6	-5
- CC(NC(=O)/C=C/c1cnc2ccccc2n1)C12CC3CC(CC(C3)C1)C2 (centres undefined)
→ -26	-1	-10	i	-0.3	-9	-4	9	2.0	-4
- COc1ccccc1OCC(=O)NCC1CCCN(Cc2cnn(C)c2C)C1 (centres undefined)
→ 7	-2	2	i	-0.4	-1	5	-1	-2.3	6
- CCOC(=O)c1ccc(Nc2cc(C)nc(C)c2C(=O)OCC)cc1
→ 1	-2	1	i	-0.2	2	1	-8	3.9	-2
- N#CC1=C2C=Cc3ccccc3N2CCCC1=O
→ -4	1	-20	i	-1.5	-3	-3	-1	-0.8	-12
- CC1(C)CC(=O)C2=C(C1)NC(=O)CC2c1ccc(F)cc1 (centres undefined)
→ -11	-2	-1	i	-1.2	0	1	2	-0.2	-2
- COc1cccc(OCc2cc(C(=O)NCC3CCCCC3)no2)c1
→ -3	2	2	i	-0.4	1	-1	0	0.1	-8
- CC(C)NC(=S)N/N=C/c1c[nH]c2ccccc12
→ -4	0	-1	i	1.4	-13	-4	1	0.9	-5
- CC(=O)c1cnc2cc(C)nn2c1C
→ -6	0	-3	i	-0.2	-7	-1	-2	-0.7	-5
- CCc1ccc(C(=O)N2CCN(c3ccc(F)cc3)CC2)s1
→ 6	32	-2	i	-1.1	-3	1	-3	0.2	-7
- CC(C)CC(c1nnnn1CCc1ccccc1)N1CCC(C(N)=O)CC1 (centres undefined)
→ 0	-3	3	i	-1.8	2	1	-5	-1.2	0
- Oc1ccccc1-c1n[nH]c(=S)n1Cc1ccccc1
→ -15	0	-5	i	-1.1	-2	0	2	0.2	-12
- COc1ccc(C(CNC(=O)CCNC(=O)c2ccccc2Cl)N2CCCC2)cc1 (centres undefined)
→ 11	0	-3	i	-0.1	3	-1	-1	-0.4	0
- O=C(c1ccccc1)C1CCN(C(=O)c2ccc(Cl)cc2)CC1
→ -7	3	3	i	-0.6	0	2	-1	-1.6	-7
